Bioassay records from PubChem.
DAGLB inh = diacylglycerol lipase beta (human) inhibition; actives 0.059% (n = 340,000); HEK293T DAGLB membrane lysate, EnzChek fluorogenic substrate; Q8NCG7; inhibition, % at 5.17 µM; in the data active = inhibition above about 34%;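 note: 0% = enzyme with vehicle and 100% = wells lacking enzyme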
Target sequence (Q8NCG7 whole entry, looked up): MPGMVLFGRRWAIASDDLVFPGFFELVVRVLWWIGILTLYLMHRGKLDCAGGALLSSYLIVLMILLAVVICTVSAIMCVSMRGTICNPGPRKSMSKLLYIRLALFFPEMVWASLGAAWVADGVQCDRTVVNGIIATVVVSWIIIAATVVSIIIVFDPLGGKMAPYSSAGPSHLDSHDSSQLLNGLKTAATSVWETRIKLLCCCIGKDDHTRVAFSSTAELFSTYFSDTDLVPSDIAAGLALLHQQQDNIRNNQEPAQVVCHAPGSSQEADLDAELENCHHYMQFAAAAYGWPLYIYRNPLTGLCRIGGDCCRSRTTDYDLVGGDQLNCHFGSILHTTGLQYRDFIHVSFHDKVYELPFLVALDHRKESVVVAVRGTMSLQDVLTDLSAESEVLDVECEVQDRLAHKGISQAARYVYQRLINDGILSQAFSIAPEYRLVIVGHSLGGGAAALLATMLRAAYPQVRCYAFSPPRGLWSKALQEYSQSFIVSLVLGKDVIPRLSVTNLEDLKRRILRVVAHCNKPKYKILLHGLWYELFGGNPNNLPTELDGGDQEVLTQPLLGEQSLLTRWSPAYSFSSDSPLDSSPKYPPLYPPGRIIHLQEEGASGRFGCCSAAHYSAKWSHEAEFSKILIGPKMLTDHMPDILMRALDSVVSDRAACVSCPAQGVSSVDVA
Cardiac RTF inh = cardiac RTF calcium desensitization. P19429+P45379. IANBD-labeled cardiac RTF, Ca2+ fluorescence. inhibition, % at 7.15 µM. actives 0.12% (n = 340,000). AID 493244;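 active = inhibition above the mean inhibition of all tested compounds plus 3 SD, cut at about 17% in these data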;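 note: assay run at fixed EC70 calcium of 1.6 mM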
CAL PDZ FP-1 = inhibitors of human CAL PDZ peptide binding | Q9HD26 | inhibition, % at 20 µM | actives 0.02% (n = 330,000) | purified CAL PDZ, TMR-peptide fluorescence polarization, 1 h | AID 504414;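 active = highest replicate inhibition of at least 40%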;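 note: plate controls were DMSO neutral control wells for no effect and unlabeled competitor peptide control wells for full effect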
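System: purified tagged CAL PDZ domain construct (CerCALP). Schedule: 1 h incubation at room temperature before polarization reading. Medium: 25 mM sodium phosphate pH 7.4, 150 mM NaCl, TCEP, IgG, Thesit. Read-out: percent inhibition from loss of millipolarization. Measured by: FP readout, S and P plane fluorescence. Probe or stimulus: fluorescent TMR peptide probe.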
CAL PDZ FP-2 = CAL PDZ (human) peptide binding inhibition; actives 0.92% (n = 300,000); purified CAL PDZ, TMR-peptide fluorescence polarization, 1 h; inhibition, % at 24.9 µM; Q9HD26; AID 602252;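 active = mean inhibition of at least 30% with at least half of replicates also reaching 30%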;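 note: 0% = DMSO neutral control and 100% = excess unlabeled competitor peptide PRC23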
PKA-R2B activ = activators of human PKA-R2B complex | P22694+P31323 | PKA-R2B holoenzyme dissociation, Cy5-IP20 fluorescence polarization; R2B truncated from residue 108, S112A mutant; 0% DMSO only, 100% 113 µM cGMP | activation, % at 11.4 µM | actives 0.079% (n = 340,000) | AID 504700;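 active = activation above a cutoff set at the mean over all compounds plus 3 SD, cut at about 18% in these data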;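 note: higher means more holoenzyme dissociation and a rise in polarization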
Rtt109 Vps75 = blocks Candida albicans Rtt109/Vps75 acetyltransferase activity; purified Rtt109/Vps75, ThioGlo CoA-SH fluorescence, 4 h; inhibition, % at 34.9 µM; actives 0.16% (n = 330,000);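 active = inhibition of at least 50% in every replicate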
Target sequence (Q5AAJ8 whole entry, looked up): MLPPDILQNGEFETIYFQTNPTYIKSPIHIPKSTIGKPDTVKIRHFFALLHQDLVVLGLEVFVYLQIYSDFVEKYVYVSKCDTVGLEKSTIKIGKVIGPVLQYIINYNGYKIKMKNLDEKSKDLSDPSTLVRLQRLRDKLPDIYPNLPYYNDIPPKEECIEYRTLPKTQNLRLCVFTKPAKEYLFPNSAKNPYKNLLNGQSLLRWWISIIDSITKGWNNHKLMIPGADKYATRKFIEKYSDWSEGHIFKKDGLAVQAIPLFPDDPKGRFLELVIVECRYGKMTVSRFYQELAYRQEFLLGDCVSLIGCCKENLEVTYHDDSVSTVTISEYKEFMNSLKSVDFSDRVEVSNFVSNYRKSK
LANA DNA inh = blocks KSHV LANA C-terminal domain binding to DNA. actives 0.078% (n = 340,000). MBP-C-LANA/FAM-LBS DNA binding, fluorescence polarization. inhibition, % at 9 µM;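 active = highest replicate inhibition at or above 60% at 9 µM, even if other replicates fall short; inactive = all replicates below 60% inhibition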;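 note: 0% = neutral control wells and 100% = 4 µM acridine orange control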
cardiac RTF act = increases calcium sensitivity of human cardiac regulated thin filaments | P19429+P45379 | IANBD-labeled TnC RTF fluorescence at EC20 calcium; 0% EC20 calcium, 100% full calcium | actives 0.24% (n = 340,000) | activation, % at 7.2 µM;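 active = activation above the mean over all tested compounds plus 3 SD, cut at about 30% in these data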;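 note: rise in fluorescence read as greater calcium sensitivity of cardiac thin filaments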
Keap1-Nrf2 PPI = inhibitors of human Keap1-Nrf2 protein-protein interaction; actives 0.15% (n = 340,000); inhibition, % at 9.4 µM; Q14145; Keap1 Kelch-Nrf2 peptide fluorescence polarization, 1536-well; in the data active = inhibition above about 12%;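 note: human Keap1 Kelch domain with fluorescein labeled Nrf2 9mer peptide probe; 0% = neutral control wells and 100% = peptide positive control; higher means more block of Keap1 binding to Nrf2 peptide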
SR-BI DiI-HDL act = activators of SR-BI mediated HDL lipid uptake | actives 0.096% (n = 320,000) | CHO ldlA[mSR-BI] cells, DiI-HDL uptake fluorescence, 3 h; 100 = double the neutral-control signal | activation, % at 12.5 µM;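 active = mean replicate activation of at least 60% and every replicate at or above 60%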;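 note: 0% = median plate neutral-control signal and 100% = twice that signal; values of inactives mirror those of a sister screen read the other way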
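Assay system: CHO ldlA[mSR-BI] cells, LDL receptor-null, SR-BI overexpressing; medium: Ham's F12 with 0.5% BSA, HEPES 25 mM, pH 7.4; also added: DiI-HDL 10 µg/mL; timing: 3 h uptake period with compound, 37 °C; signal: DiI fluorescence, bottom read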
Numbers without * were called inactive; x = no result given.

SMILES	DAGLB inh	Cardiac RTF inh	CAL PDZ FP-1	CAL PDZ FP-2	PKA-R2B activ	Rtt109 Vps75	LANA DNA inh	cardiac RTF act	Keap1-Nrf2 PPI	SR-BI DiI-HDL act
COCCCn1c(=S)[nH]c2ccc(N3CCOCC3)cc2c1=O	-7	-8	-0.3	-9	1	-44	-0.7	1	0	43
O=C(COC(=O)CCSc1ccc(Cl)cc1)NCc1ccccc1Cl	-3	18*	-2.9	-1	-11	22	-2.3	-1	1	15
Cc1cccc(OCCC(=O)OC(C)C(=O)Nc2ccc(Cl)cn2)c1 (stereo not drawn)	-7	-9	-2.7	-3	-11	-10	2.1	3	6	14
O=c1c2cc(NC(=S)N3CCCCCC3)ccc2nc2n1CCCCC2	-3	-7	-0.5	0	-7	-6	-0.4	1	-1	10
COc1ccc(CC(=O)O/N=C(\N)c2ccccc2)cc1OC	-3	1	-0.8	-5	-3	-8	-0.7	-1	5	-2
C#CCOCCOCCOCCNc1nc(N2CCN(C(=O)Cn3cc(CCCN=C(N)N)nn3)CC2)nc(N2CCN(C(=O)[C@H](CCCCN)n3cc(CCCC)nn3)CC2)n1	2	-4	-4.3	-1	-11	3	-4.0	10	-4	32
COc1ccc2c(c1)C(C)CC(C)(C)N2C(=O)Nc1ccccc1 (stereo not drawn)	1	0	-7.6	-2	1	-1	3.8	2	-4	7
CCc1nc2ccccc2n1CC(O)COCC1CC=CCC1 (stereo not drawn)	0	6	-0.2	43*	3	-3	-0.2	-1	-3	-2
CCCC(=O)N(C)c1nnc(-c2ccc(OC)cc2)s1	-9	4	-2.0	-7	-13	-1	-0.2	-6	-3	8
O=C(COc1cccc(NC(=O)c2ccccc2)c1)c1ccc(F)cc1	-1	9	-2.1	2	-3	0	3.5	-2	2	-37
CCOC(=O)Cc1c(C)nc2cc(C)nn2c1C	0	-6	-1.5	-2	8	4	-1.6	-5	-2	20
O=C(NCc1ccco1)C12CN(Cc3ccccc3)CC1C(c1cccc([N+](=O)[O-])c1)=NO2 (stereo not drawn)	0	-7	0.2	0	-11	15	0.5	-3	-7	-3
O=C(Nc1ccc(S(=O)(=O)N2CCOCC2)cc1)c1c(F)cccc1F	1	0	-2.0	6	0	-1	-1.6	4	-4	21
CCOC(=O)N/N=C(\C)c1ccc(OC(F)F)cc1OC(F)F	0	10	-3.0	0	-5	-2	1.3	-1	3	-18
CCOc1ccccc1NC(=O)CNC(=O)Cc1ccccc1	-1	8	-1.1	-5	-9	-11	0.4	-1	1	2
O=C(N/N=C/c1ccc(Br)s1)Nc1ccccc1	-3	1	-4.0	-5	-2	4	2.5	-5	1	-11
O=C(NCCC1=CCCCC1)c1ccc(CN2CCOCC2)cc1	-1	-9	0.4	-2	-11	-3	1.9	-3	-1	2
Cc1nc2ncnn2c(N2CCN(C(=O)c3cccc(F)c3)CC2)c1C	0	6	x	4	-6	-2	-1.3	-3	1	12
Nc1nnc(CC(=O)N2CCCCC2)s1	-4	-9	-1.6	0	-4	-3	-0.7	-2	2	2
O=C(Cc1ccccc1)c1c[nH]c(C(=O)C(Cl)(Cl)Cl)c1	-5	-15	0.6	168*	-10	7	-1.1	3	-2	4
COc1ccc(S(=O)(=O)N2CCCC(C(=O)NCc3ccncc3)C2)cc1Cl (stereo not drawn)	0	3	-3.2	-2	-10	0	0.0	-1	0	-14
N#Cc1c2n(c(=S)n(-c3ccccc3[N+](=O)[O-])c1=O)CCCCC2	0	-19	-2.0	-5	3	1	1.2	-5	0	-8
O=C(O)CCCC(=O)Nc1ccccc1C(=O)O	-5	-10	-0.1	-2	-2	-2	-0.3	3	-3	2
CCC1=Nc2cc(C(=O)NCc3cccnc3)ccc2Sc2ccc(C)cc21	3	-2	-0.9	-1	11	9	2.7	3	0	x
COC(=O)C1CN(C(=O)c2cccc(OC(F)F)c2)c2ccccc2O1 (stereo not drawn)	-1	-8	-2.2	3	1	5	-0.8	-5	1	9
Further structures.
SMILES	DAGLB inh	Cardiac RTF inh	CAL PDZ FP-1	CAL PDZ FP-2	PKA-R2B activ	Rtt109 Vps75	LANA DNA inh	cardiac RTF act	Keap1-Nrf2 PPI	SR-BI DiI-HDL act
O=C(CCN1CCOCC1)NNC(=S)NC(=O)c1ccc(Br)cc1	-1	8	7.7	-2	7	0	0.2	-3	-1	0
CCCOC(=O)c1c(NC(=O)/C=C/c2cnn(C)c2C)sc(C(=O)OCC)c1C	0	-4	-1.2	x	1	-1	-0.9	1	1	-76
O=C(C1CCC(CNS(=O)(=O)c2cccs2)CC1)N1CCN(c2ccc(F)cc2)CC1 (stereo not drawn)	-2	-1	-2.1	-2	4	-6	-2.5	-2	-6	-34
Cn1c(=O)c2c(C(=O)O)cc(-c3ccccc3)nc2n(Cc2ccccc2)c1=O	1	4	-3.6	5	-15	-17	4.3	2	1	x
Cc1ccc(CSc2nnc(NC(=O)C3COc4ccccc4O3)s2)cc1 (stereo not drawn)	4	-3	x	-4	17	-4	-0.8	11	2	43
Cc1ccc2[nH]c(=O)c3cc(C(=O)N(C)c4ccccc4C)sc3c2c1	0	0	-2.0	-3	-16	4	0.8	-2	-2	-8
CC(=O)Nc1cccc(NC(=O)C(C)N2c3cccc4cccc(c34)S2(=O)=O)c1 (stereo not drawn)	-1	-15	-3.6	-6	-8	6	0.1	-5	-3	x
COc1ccc(/C(N)=N/OC(=O)C2CCC(=O)N2S(=O)(=O)c2ccc(C)cc2)cc1OC (stereo not drawn)	-6	2	-0.6	-5	-4	5	-1.0	14	-5	-22
COc1ccc(NC(=O)C2CCCN(S(=O)(=O)c3cccnc3)C2)cc1OC (stereo not drawn)	1	-19	-2.3	-1	0	29	1.4	-1	3	x
COc1ccccc1CC(NC(C)=O)C(=O)NC1CCN(C(=O)Nc2ccccc2F)CC1 (stereo not drawn)	-1	3	0.8	-2	-12	-1	1.4	-9	4	-8
Cn1cc([N+](=O)[O-])c(C(=O)NCc2ccco2)n1	-2	-4	-0.7	8	2	-3	-0.3	4	-3	10
CCCCn1c(S(=O)(=O)O)nc2ccccc21	-1	-11	-0.1	-2	1	-2	3.6	7	4	-7
Cc1cc(C)cc(-n2ccnc2SCC(=O)Nc2nccs2)c1	1	4	-0.1	-5	-4	4	-1.0	-3	-4	24
Cc1nn(C)c(N)c1C(O)(c1nccn1C)C(F)(F)F (stereo not drawn)	0	3	x	8	-6	-1	-0.3	3	2	8
O=C(CSc1nnc(-c2ccc(F)cc2)o1)N1CCCC1	0	-3	-1.5	1	8	-5	0.0	2	-5	5
Cc1ccc(C)c(-c2csc(NC(=O)C3=COCCO3)n2)c1	-8	-7	-1.8	-2	-10	-9	1.0	0	1	-11
CCN1C(=O)/C(=C\N2CCOCC2)SC1=S	-3	-4	-1.7	4	-8	4	0.5	0	0	15
Cc1ccc(S(=O)(=O)Cn2nnnc2C(c2ccccc2)N2CCN(c3ccccc3)CC2)cc1 (stereo not drawn)	-7	0	-1.0	-1	-11	-2	0.1	2	-4	17
CNC(=O)CC1C(=O)N(c2ccc(Cl)cc2)C(=S)N1CCc1ccc(OC)c(OC)c1 (stereo not drawn)	-4	-2	-2.5	-1	-6	6	0.4	2	-3	-28
Cn1cc(CN2CCC(n3nccc3NC(=O)Cc3ccccc3)CC2)cn1	0	-4	-0.8	-2	0	-6	0.1	4	-5	18
COc1ccc(S(=O)(=O)N2CCCCCC2)cc1C(=O)OCC(=O)NC1CCS(=O)(=O)C1 (stereo not drawn)	1	11	-0.1	-2	-1	-6	-0.9	1	-3	49
COc1ccc(S(=O)(=O)Nc2ccc(-c3ccc4nnc(C)n4n3)cc2)c(OC)c1	4	-5	-0.4	x	2	-3	-0.3	0	1	-15
Cc1cccc(NC(=O)C2NC(=O)CC2c2ccccc2)c1C (stereo not drawn)	-2	-3	-0.1	x	0	-1	0.5	-6	-1	-14
C/C(Cl)=C/CN1C(=O)C2C3C=CC(C3)C2C1=O (stereo not drawn)	1	9	-0.1	-3	3	-1	-0.3	0	2	48
Cn1c(-c2cccc3ccccc23)n[nH]c1=S	0	-1	-1.6	-5	-6	-3	-1.4	-2	0	10
More results
SMILES	DAGLB inh	Cardiac RTF inh	CAL PDZ FP-1	CAL PDZ FP-2	PKA-R2B activ	Rtt109 Vps75	LANA DNA inh	cardiac RTF act	Keap1-Nrf2 PPI	SR-BI DiI-HDL act
COc1ccccc1OCC(=O)Nc1cc(S(=O)(=O)N2CCOCC2)ccc1N1CCCCC1	-3	1	-1.8	-2	14	-1	-2.8	-1	-2	0
O=C(Cn1cc2c(n1)CCCCC2)N1CCc2ccccc21	-3	1	-0.2	x	2	2	0.6	4	-2	4
COc1cc(NC2c3ccccc3C(=O)N2Cc2ccc3c(c2)OCO3)cc(OC)c1 (stereo not drawn)	0	-6	0.0	8	-4	-6	-0.4	5	-5	-1
COC(=O)/C=C1/N/C(=N\c2nc(C)cc(C)n2)N(c2ccc(Cl)cc2)C1=O	2	-4	-1.4	-2	-5	-7	2.5	-4	-3	-2
Cc1nc2ccccc2n1C(=O)N(C)C	-1	-1	0.1	2	-3	7	-1.4	3	1	14
CN1CCN(C(CNS(=O)(=O)c2ccc(Cl)cc2)c2cccnc2)CC1 (stereo not drawn)	-3	-16	x	1	8	19	-1.9	-3	-3	30
CC(C)NCC(O)COC1CCC(C(C)(C)C)CC1 (stereo not drawn)	-4	-5	-0.1	13	-4	24	-0.5	-3	-1	15
S=C(NCCc1ccccn1)Nc1cccc(Cl)c1	3	6	-2.7	1	-7	4	0.1	1	0	-22
O=C(COC(=O)c1ccc(S(=O)(=O)N2CCOCC2)cc1)Nc1ccccc1OC(F)F	-2	-8	-0.1	26	-9	13	0.3	-1	0	14
O=S(=O)(NCC(c1cccnc1)N1CCN(c2ccccc2)CC1)c1cccs1 (stereo not drawn)	1	1	-0.9	3	7	14	0.1	0	-1	-15
CC(C)(C)c1ccc(S(=O)(=O)N2CCSC2)cc1	-5	7	-1.9	-3	-12	-3	0.1	2	-6	-3

Exported with values under each structure: part of the list above
Below each SMILES: DAGLB inh	Cardiac RTF inh	CAL PDZ FP-1	CAL PDZ FP-2	PKA-R2B activ	Rtt109 Vps75	LANA DNA inh	cardiac RTF act	Keap1-Nrf2 PPI	SR-BI DiI-HDL act
CN1CCN(C(CNS(=O)(=O)c2ccc(Cl)cc2)c2cccnc2)CC1 (stereo not drawn)
→ -3	-16	x	1	8	19	-1.9	-3	-3	30
COC(=O)/C=C1/N/C(=N\c2nc(C)cc(C)n2)N(c2ccc(Cl)cc2)C1=O
→ 2	-4	-1.4	-2	-5	-7	2.5	-4	-3	-2
S=C(NCCc1ccccn1)Nc1cccc(Cl)c1
→ 3	6	-2.7	1	-7	4	0.1	1	0	-22
O=S(=O)(NCC(c1cccnc1)N1CCN(c2ccccc2)CC1)c1cccs1 (stereo not drawn)
→ 1	1	-0.9	3	7	14	0.1	0	-1	-15

Rows are unselected; 1.6% or so of the library scored in one or more.
